# GPR7 antag: antagonists of human GPR7 (neuropeptides B/W receptor 1); 290,000 compounds, 1.1% hits; GPR7-expressing cells, fluorescence antagonist assay; inhibition, % at 4.4 µM; P48145; in the data active = inhibition above about 16%, passing the limit was not always enough;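 note: cells stimulated with the agonist NPW; 0% = agonist with vehicle and 100% = vehicle without agonist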
# Target sequence (P48145 whole entry, looked up): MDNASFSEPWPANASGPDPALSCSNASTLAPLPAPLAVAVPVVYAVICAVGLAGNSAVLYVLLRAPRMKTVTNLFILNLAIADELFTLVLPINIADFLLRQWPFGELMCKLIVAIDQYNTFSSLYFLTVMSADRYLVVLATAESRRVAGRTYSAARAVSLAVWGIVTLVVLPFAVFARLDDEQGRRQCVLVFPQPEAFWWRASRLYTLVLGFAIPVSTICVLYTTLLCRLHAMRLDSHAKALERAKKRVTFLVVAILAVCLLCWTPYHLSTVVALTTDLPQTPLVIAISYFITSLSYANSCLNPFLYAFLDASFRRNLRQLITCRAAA
# OXTR agonist: agonists of human oxytocin receptor | P30559 | CHO-OTR cells, Fluo-8 calcium fluorescence; normalized: DMSO 0%, oxytocin 100% | activation, % at 3 µM | 320,000 compounds, 0.32% hits | AID 2435;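 active = activation above the mean of all tested compounds plus 3 SD, cutoff set per screening run, cut at about 20% in these data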;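 note: peak over basal fluorescence ratio from a 100 s FLIPR kinetic read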
# MEKK2 mut-MEK5: signal of MEK5 binding to mutant human MEKK2 PB1 domain; bead flow cytometry, Alexa488-MEK5 binding to MEKK2 mutant; percent response, % at 10 µM; 290,000 compounds, 0.35% hits; in the data active = percent response above about 24%, passing the limit was not always enough; note: inactives centre near 1; some results filed as inactive read as strong as hits; reference of the scale not given here
# MEKK3 PB1 HTS: modulators (inhibitors or enhancers) of MEK5 binding to human MEKK3 PB1 domain; Q99759; bead-based flow cytometry, Alexa488-MEK5 binding to MEKK3; actives lie on both sides; 0 = blocked by unlabeled MEK5, 100 = vehicle; binding response (% of control), % at 10 µM; 290,000 compounds, 1.4% hits;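 active = binding response more than 3 SD above or below the average of its plate-row segment, actives on both sides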;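 note: Alexa488 bead fluorescence after subtracting the streptavidin-only scavenger bead signal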
# Target sequence (Q99759 whole entry, looked up, the tested form may be a part): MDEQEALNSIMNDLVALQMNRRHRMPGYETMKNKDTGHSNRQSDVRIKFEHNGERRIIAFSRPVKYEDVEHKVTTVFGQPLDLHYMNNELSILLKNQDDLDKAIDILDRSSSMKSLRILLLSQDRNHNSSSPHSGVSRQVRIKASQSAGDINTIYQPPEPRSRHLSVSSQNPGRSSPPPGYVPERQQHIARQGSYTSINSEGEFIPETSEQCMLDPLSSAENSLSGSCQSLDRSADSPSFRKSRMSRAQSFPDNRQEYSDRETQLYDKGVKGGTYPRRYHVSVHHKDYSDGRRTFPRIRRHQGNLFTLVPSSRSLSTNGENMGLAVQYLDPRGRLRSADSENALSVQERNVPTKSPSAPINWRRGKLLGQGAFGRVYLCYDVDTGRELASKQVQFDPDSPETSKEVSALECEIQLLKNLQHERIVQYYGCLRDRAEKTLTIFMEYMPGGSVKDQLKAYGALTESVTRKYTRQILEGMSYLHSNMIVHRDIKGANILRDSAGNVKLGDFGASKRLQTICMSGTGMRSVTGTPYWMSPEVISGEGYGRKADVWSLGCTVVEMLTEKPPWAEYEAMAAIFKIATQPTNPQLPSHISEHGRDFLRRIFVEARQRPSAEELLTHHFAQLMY
# FID counter: fluorescent intercalator displacement, NS3 helicase counter-screen; DNA fluorescent intercalator displacement, fluorescence; inhibition, % at 7.9 µM; 290,000 compounds, 0.17% hits; AID 1845; in the data active = inhibition above about 37%;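 note: 0% = vehicle and 100% = reference compound; higher means more ethidium bromide displaced from hairpin DNA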
# PHOSPHO1 block: PHOSPHO1 (human) inhibition | Q8TCT1 | recombinant PHOSPHO1, absorbance phosphatase assay | inhibition, % at 13.3 µM | 290,000 compounds, 1.1% hits | AID 1565; in the data active = inhibition above about 60%
# M18AAP inhibitor: PfM18AAP enzyme inhibition | recombinant PfM18AAP, H-Glu-NHMec fluorogenic cleavage | inhibition, % at 7.35 µM | 290,000 compounds, 1.2% hits | AID 1822;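 active = inhibition above the campaign mean inhibition over all tested compounds plus 3 SD, cut at about 28% in these data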;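 note: 0% = plate median of test compound wells and 100% = 2 mM ZnCl2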
# MEKK2 WT-MEK5: raises or lowers MEK5 binding to wildtype human MEKK2 PB1 domain; Q9Y2U5; bead flow cytometry, Alexa488-MEK5 binding to MEKK2 WT; actives lie on both sides; binding response (% of control), % at 10 µM; 290,000 compounds, 1.1% hits; AID 1531; in the data active = binding response below about 67% or above about 130%
# NALP1 yeast inh: inhibitors of NALP1 inflammasome in yeast; S. cerevisiae NALP1/ASC/caspase-1 growth, X-gal OD620, 72 h; inhibition, % at 10 µM; 280,000 compounds, 0.61% hits; AID 2071; in the data active = inhibition mostly above about 24%, no sharp cut-off; inactive = mostly below about 32%; note: some compounds called inactive have numbers as strong as hits
# * = called active by the depositor; x = not tested or not shown; [ ] = dose if it differs, or a comment. Rows were taken by chance; any-hit rate near 6.2%.
SMILES,GPR7 antag,OXTR agonist,MEKK2 mut-MEK5,MEKK3 PB1 HTS,FID counter,PHOSPHO1 block,M18AAP inhibitor,MEKK2 WT-MEK5,NALP1 yeast inh
O=C(CCS(=O)(=O)Cc1ccccc1)NCC1CCCO1 (configuration not stated),-7,-0.7,-2,93,1,-27,-4,94,16
O=C(c1cn(-c2ccccc2)nc1-c1cc2ccccc2oc1=O)N1CCOCC1,-14,0.1,3,101,-12,13,-6,101,3
O=c1c2c(nc3cc(-c4ccccc4Cl)[nH]n13)CCS2,0,-2.5,-7,98,-9,6,1,93,12
CSc1cc(C)[nH]c(=O)n1,-5,0.7,-1,98,1,10,-3,96,6
COCCn1c(C)cc(C(=O)CSc2cc(C)c3ccc(OC)cc3n2)c1C,-9,-0.7,2,102,-21,-44,17,102,20
CSc1nc(C)cc(SCC(=O)N/N=C/c2ccccc2)n1,4,3.2,-2,102,-12,-5,-1,101,12
O=[N+]([O-])c1ccc(N=Nc2ncc[nH]2)cc1,1,x,8,108,-2,33,16,107,4
Cc1ccc(-n2nc3c(=O)n(CC(=O)NC(C)CCc4ccccc4)nc(C)c3c2C)cc1 (configuration not stated),-1,-1.3,-1,94,-19,22,-6,96,19
COc1ccc(CN2CCN(Cc3ccc4cc(F)ccc4n3)CC2CCO)c(C)c1C (configuration not stated),-19,-0.7,8,106,-5,39,2,109,-4
CCN(CC)S(=O)(=O)c1cc(C(=O)NCCN2CCOCC2)ccc1Cl,-15,0.2,x,x,9,21,-9,x,8
Cc1ccc(CNC(=O)C2CCCN(S(=O)(=O)c3cccnc3)C2)cc1 (configuration not stated),-14,-0.6,6,105,-8,-23,3,107,-3
Cc1c2ccccc2cc(Cc2ccccc2)[n+]1C,-15,-0.7,10,106,5,14,0,112,12
Cc1cc(=O)oc2cc(NC(=O)c3cc([N+](=O)[O-])ccc3N3CCOCC3)ccc12,1,0.1,-2,108,2,-8,0,101,20
O=C1C2C3CCC(O3)C2C(=O)N1c1cccc(O)c1 (configuration not stated),2,-0.3,3,108,-8,34,2,112,14
CCOc1ccc(OCCSc2nnnn2-c2ccccc2)cc1,0,-0.8,6,106,-14,12,3,104,3
CCS(=O)(=O)Nc1cc2c3c(c1)CCC(=O)N3CCC2,-2,0.2,8,103,-3,24,1,102,6
O=C(Cc1ccc(Cl)cc1)Nc1cc(S(=O)(=O)N2CCOCC2)ccc1N1CCCC1,5,-1.9,-3,106,-28,4,4,100,19
CC(C)C(NC(=O)/C=C/c1cccc([N+](=O)[O-])c1)C(C)C,-4,-2.9,-1,91,1,0,-3,98,13
COc1cc(NC(C)CCCN)c2ncccc2c1Oc1ccccc1 (configuration not stated),3,-0.8,-1,98,2,9,12,107,58*
Cc1[nH]n(-c2ccccc2)c(=O)c1C1(C(F)(F)F)C(=O)N(c2ccc(F)cc2)C2=C1C(=O)CC(C)(C)C2 (configuration not stated),-1,-1.6,4,101,-6,-57,-3,102,-8

# With a hit mark in NALP1 yeast inh, of those listed so far:
SMILES	GPR7 antag	MEKK2 mut-MEK5	MEKK3 PB1 HTS	PHOSPHO1 block	M18AAP inhibitor	MEKK2 WT-MEK5	NALP1 yeast inh
COc1cc(NC(C)CCCN)c2ncccc2c1Oc1ccccc1 (configuration not stated)	3	-1	98	9	12	107	58*

# Arranged by value in MEKK2 WT-MEK5 (smallest number first): 3 from the list above.
SMILES	MEKK2 WT-MEK5
Cc1cc(=O)oc2cc(NC(=O)c3cc([N+](=O)[O-])ccc3N3CCOCC3)ccc12	101
CCS(=O)(=O)Nc1cc2c3c(c1)CCC(=O)N3CCC2	102
Cc1c2ccccc2cc(Cc2ccccc2)[n+]1C	112

# Following part.
SMILES,GPR7 antag,OXTR agonist,MEKK2 mut-MEK5,MEKK3 PB1 HTS,FID counter,PHOSPHO1 block,M18AAP inhibitor,MEKK2 WT-MEK5,NALP1 yeast inh
CCOC(=O)Cn1ccc(NC(=O)COc2ccc(F)cc2F)n1,-2,1.1,2,101,-5,26,-2,103,8
Cc1oc2c(C)c3oc(=O)c(CCC(=O)NCCCn4ccnc4)c(C)c3cc2c1C,2,-1.4,-1,102,33,8,9,100,10
CCCCNC(=O)CSc1nc(CCC)nc2ccccc12,-2,-1.7,7,103,-20,2,2,103,-1
Cc1cccc2sc(NC(=O)C3CSC4(C)CCC(=O)N34)nc12 (configuration not stated),-17,-0.8,0,102,-36,3,2,102,12
COc1ccc(/C=C/CN2CCN(Cc3cccc(OC)c3)C(CCO)C2)cc1 (configuration not stated),9,3.0,-3,102,27,28,-1,107,12
CC1Cc2ccccc2N1C(=O)c1nn(C)cc1Br (configuration not stated),-9,-0.7,-3,91,-7,-13,-1,93,35
O=C(Nc1ccc(Cl)cc1)N1CCN(c2ncccn2)CC1,-4,0.5,1,120,-4,48,-5,110,6
Cc1ccc(Oc2ccc(C(=O)NCc3ccncc3)cc2)cc1,2,x,-13,66,-10,40,-4,77,-10
C/C(=N/NC(=O)CNC(=O)C(c1ccccc1)c1ccccc1)c1ccco1,6,1.3,-8,87,-5,2,1,82,10
CC(C)CN(CCNC(=O)c1cn(C)c2ccc(S(=O)(=O)N3CCCC3)cc2c1=O)CC(C)C,0,-0.2,5,106,-8,54,2,110,24
Cc1cccc(Nc2nnc(SCC(=O)NC3CCCc4ccccc43)s2)c1 (configuration not stated),-9,-2.1,-4,3.0*[inhibitor],-12,-12,-4,3.0*[inhibitor],35
O=C(c1ccc(Br)o1)N1CCN=C1SCc1cccc(F)c1,6,-2.0,2,104,-2,-3,5,102,8
C=CCNC(=O)c1ccc(Sc2ccccc2)c([N+](=O)[O-])c1,12,-2.2,x,x,6,25,2,x,-3
CCOC(=O)c1ccc(S(=O)(=O)N2CCN(S(=O)(=O)CC)CC2)cc1,-4,0.5,4,104,2,3,-10,106,6
COc1ccc(C(=O)N2CCN=C2SC)cc1OC,-4,-0.6,8,108,-1,23,-7,113,-18
Cc1ccc(S(=O)(=O)N[C@H](C(=O)OCC(=O)N2N=C(c3ccc(Cl)cc3)CC2c2ccco2)C(C)C)cc1 (some centres not stated),11,0.3,-2,103,-26,2,11,81,x
Cc1ccc(C(=O)CNc2ccccc2C)cc1,-1,-1.3,1,125,-2,5,4,110,32
COC(=O)c1sccc1NC(=S)N1CCN(c2ccc(F)cc2)CC1,-9,-2.2,0,99,-10,0,2,98,21
CN(C)/C(=N\S(=O)(=O)c1ccccc1)c1ccc(Cl)cc1,-5,0.5,10,103,-9,20,-1,107,-5
CCC(C)NC(=O)C1CCCN(C(=O)Nc2ccc(F)cc2)C1 (configuration not stated),-4,0.1,1,100,1,-11,-4,97,-22

# Results in M18AAP inhibitor, NALP1 yeast inh and OXTR agonist, for some of the entries so far:
canonical_smiles,M18AAP inhibitor,NALP1 yeast inh,OXTR agonist
CCOC(=O)c1ccc(S(=O)(=O)N2CCN(S(=O)(=O)CC)CC2)cc1,-10,6,0.5
COc1ccc(C(=O)N2CCN=C2SC)cc1OC,-7,-18,-0.6
Cc1ccc(S(=O)(=O)N[C@H](C(=O)OCC(=O)N2N=C(c3ccc(Cl)cc3)CC2c2ccco2)C(C)C)cc1 (some centres not stated),11,x,0.3
Cc1ccc(C(=O)CNc2ccccc2C)cc1,4,32,-1.3

# (further entries)
SMILES,GPR7 antag,OXTR agonist,MEKK2 mut-MEK5,MEKK3 PB1 HTS,FID counter,PHOSPHO1 block,M18AAP inhibitor,MEKK2 WT-MEK5,NALP1 yeast inh
Cc1cc(C(=O)CSc2nnc(-c3cccc(F)c3)n2N)c(C)n1Cc1ccc2c(c1)OCO2,-6,2.3,1,116,-13,-4,21,103,36
O=S1(=O)C=C(Sc2nnc(-c3ccccc3)o2)c2ccccc21,6,3.3,x,x,-4,45,-43,x,13
CN(Cc1ccccc1)C(=O)Cn1cccc1C(=O)c1ccccc1,14,-2.2,-1,99,-18,6,-1,102,0
N=c1c(C(=O)NC2CCCC2)cc2c(=O)n3ccccc3nc2n1CCCN1CCOCC1,-2,-0.4,5,98,19,32,7,96,2
CCc1ccc(S(=O)(=O)N2CCN(c3ncccn3)CC2)cc1,26*,-1.8,1,99,-31,x,-6,102,19
O=C(CCCc1nc2ccccc2s1)NNC(=O)CCN1CCN(Cc2ccccc2)CC1,-4,-0.9,0,103,2,23,3,101,-4
C#CCSc1nnc(-c2sc(-c3ccccc3)nc2C)n1C,-13,-0.6,5,102,-24,-1,5,103,-9
Cc1cc(C)n2cc(CSc3nnnn3-c3ccc(Cl)cc3)nc2n1,-2,-0.9,5,101,-12,-14,-2,103,20

# Reformatted with each value named: 4 of the compounds above
O=S1(=O)C=C(Sc2nnc(-c3ccccc3)o2)c2ccccc21
- GPR7 antag: 6
- OXTR agonist: 3.3
- MEKK2 mut-MEK5: x
- MEKK3 PB1 HTS: x
- FID counter: -4
- PHOSPHO1 block: 45
- M18AAP inhibitor: -43
- MEKK2 WT-MEK5: x
- NALP1 yeast inh: 13
CN(Cc1ccccc1)C(=O)Cn1cccc1C(=O)c1ccccc1
- GPR7 antag: 14
- OXTR agonist: -2.2
- MEKK2 mut-MEK5: -1
- MEKK3 PB1 HTS: 99
- FID counter: -18
- PHOSPHO1 block: 6
- M18AAP inhibitor: -1
- MEKK2 WT-MEK5: 102
- NALP1 yeast inh: 0
Cc1cc(C(=O)CSc2nnc(-c3cccc(F)c3)n2N)c(C)n1Cc1ccc2c(c1)OCO2
- GPR7 antag: -6
- OXTR agonist: 2.3
- MEKK2 mut-MEK5: 1
- MEKK3 PB1 HTS: 116
- FID counter: -13
- PHOSPHO1 block: -4
- M18AAP inhibitor: 21
- MEKK2 WT-MEK5: 103
- NALP1 yeast inh: 36
O=C(CCCc1nc2ccccc2s1)NNC(=O)CCN1CCN(Cc2ccccc2)CC1
- GPR7 antag: -4
- OXTR agonist: -0.9
- MEKK2 mut-MEK5: 0
- MEKK3 PB1 HTS: 103
- FID counter: 2
- PHOSPHO1 block: 23
- M18AAP inhibitor: 3
- MEKK2 WT-MEK5: 101
- NALP1 yeast inh: -4

# Screens deposited in PubChem by several laboratories.
